Jurkat NFkB inh: inhibitors of the PMA/ionomycin-induced NF-kB reporter in Jurkat cells. PMA/ionomycin-induced NF-kB luciferase reporter, luminescence. inhibition, % at 4 µM. hit rate 0.53% among 330,000. AID 435003; in the data active = inhibition above about 50%
CXCR6 inh: blocks human CXCR6 beta-arrestin recruitment. O00574. CHO-K1 PathHunter CXCR6 beta-arrestin, luminescence. inhibition, % at 20 µM. hit rate 0.36% among 360,000; in the data active = inhibition above about 34%, passing the limit was not always enough;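 note: antagonist mode with CXCL16 agonist at 10 nM final; 0% = 10 nM CXCL16 with DMSO and 100% = unstimulated wells without agonist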
Mdm2-MdmX inh: inhibitors of human Mdm2/MdmX interaction; SaOS-2 split-luciferase Mdm2/MdmX complementation, luminescence; inhibition, % at 8 µM; hit rate 3% among 330,000; AID 485346;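 active = inhibition of at least 50% at 8 µM in the primary screen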
Target sequence (O15151 whole entry, looked up): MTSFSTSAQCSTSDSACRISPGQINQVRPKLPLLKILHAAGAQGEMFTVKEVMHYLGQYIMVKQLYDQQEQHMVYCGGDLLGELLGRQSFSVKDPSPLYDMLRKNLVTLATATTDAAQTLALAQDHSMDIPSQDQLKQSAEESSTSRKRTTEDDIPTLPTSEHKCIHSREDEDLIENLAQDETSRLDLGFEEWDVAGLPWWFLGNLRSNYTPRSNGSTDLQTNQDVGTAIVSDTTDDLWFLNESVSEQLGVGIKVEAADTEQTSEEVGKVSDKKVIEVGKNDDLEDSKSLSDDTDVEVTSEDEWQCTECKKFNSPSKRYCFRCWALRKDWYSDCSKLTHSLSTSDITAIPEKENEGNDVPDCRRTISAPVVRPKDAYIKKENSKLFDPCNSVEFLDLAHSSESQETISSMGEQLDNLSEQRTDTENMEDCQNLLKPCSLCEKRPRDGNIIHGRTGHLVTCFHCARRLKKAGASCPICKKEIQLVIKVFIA
Target sequence (Q00987 whole entry, looked up): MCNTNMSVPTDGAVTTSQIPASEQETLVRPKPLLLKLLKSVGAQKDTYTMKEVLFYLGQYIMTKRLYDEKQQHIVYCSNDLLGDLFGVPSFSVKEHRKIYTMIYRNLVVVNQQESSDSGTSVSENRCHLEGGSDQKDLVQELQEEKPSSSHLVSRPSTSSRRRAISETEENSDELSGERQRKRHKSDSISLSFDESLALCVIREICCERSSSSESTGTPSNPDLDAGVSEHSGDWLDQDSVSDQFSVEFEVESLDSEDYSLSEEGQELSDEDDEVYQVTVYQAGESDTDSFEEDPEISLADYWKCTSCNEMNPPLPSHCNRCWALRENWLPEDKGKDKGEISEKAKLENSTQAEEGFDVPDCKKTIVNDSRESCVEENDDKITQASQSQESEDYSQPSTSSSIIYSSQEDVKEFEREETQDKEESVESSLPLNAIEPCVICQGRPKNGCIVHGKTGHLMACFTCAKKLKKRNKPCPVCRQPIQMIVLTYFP
Gli-Sufu antag: antagonists of Gli-Sufu signaling. Sufu-KO-LIGHT fibroblasts, Gli luciferase reporter luminescence. inhibition, % at 5 µM. hit rate 0.74% among 340,000;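 active = inhibition above about 55%, limit read from the data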;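 note: 0% = DMSO-treated cells and 100% = wells with medium but no cells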
CCR6 antag: blocks CCL20-driven beta-arrestin recruitment at human CCR6; P51684; CHO-K1 CCR6 PathHunter beta-arrestin, luminescence, CCL20-stimulated; inhibition, % at 20 µM; hit rate 0.49% among 340,000;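 active = compounds whose inhibition of the agonist-driven luminescence signal at 20 µM reaches about 50%, limit read from the data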;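 note: cells stimulated with CCL20 at 14 nM final; plate controls were DMSO with CCL20 for no effect and DMSO without agonist for full effect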
CHOP UPR activ: activators of apoptotic arm of unfolded protein response (CHOP); CHO-CHOP luciferase reporter, UPR activation, luminescence; percent of tunicamycin response over DMSO baseline; activation, % at 10 µM; hit rate 0.34% among 330,000;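 active = at 10 µM dose, activation of 40% or more, normalized to positive control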;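 note: 100% = tunicamycin at 10 µg/mL and 0% = DMSO alone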
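Assay system: CHO cells with stable CHOP pathway luciferase reporter; Buffer or medium: F12 plus 10% serum; Times: 16-18 h cell attachment, then 6 h compound exposure, 37 °C; Signal: luciferase luminescence; Read-out basis: percent activation relative to tunicamycin control; Control set: tunicamycin high control, DMSO low control.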
XBP1 UPR activ: activators of adaptive arm of unfolded protein response (XBP1). CHO-XBP1 luciferase reporter, IRE1-XBP1 UPR activation, luminescence; percent of tunicamycin response, DMSO as zero. activation, % at 20 µM. hit rate 0.33% among 330,000. AID 463104;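 active = versus positive control, 20 µM dose yields 30% or more activation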;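 note: 100% = tunicamycin at 10 µg/mL and 0% = DMSO only wells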
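Test system: CHO-XBP1 luciferase reporter cells | Buffer or medium: Serum-containing F12 medium, 10% FBS | Schedule: 6 h compound exposure at 37 °C, 5% CO2 | Detection: Steady-Glo luciferase glow luminescence, 10 min after reagent addition | Read-out basis: Activation, % of tunicamycin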
697 NFkB inh: inhibitors of the PMA/ionomycin-induced NF-kB reporter in 697 B cells | 697 B-cell NF-kB luciferase reporter, 16 h | inhibition, % at 4 µM | hit rate 0.33% among 330,000 | AID 435022; in the data active = inhibition above about 35%
EBI2 antag: antagonists of human EBI2 receptor; P32249; EBI2 beta-arrestin recruitment, luminescence, 7a,25-OHC stimulated; inhibition, % at 5 µM; hit rate 0.81% among 360,000; AID 651636; in the data active = inhibition above about 38%;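 note: enzyme fragment complementation signal reports receptor beta-arrestin coupling in cells; 0% = agonist plus DMSO wells and 100% = wells without agonist; some results beyond the cut were filed as inactive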
Active calls of the source: *; x = not tested or not shown.

SMILES	Jurkat NFkB inh	CXCR6 inh	Mdm2-MdmX inh	Gli-Sufu antag	CCR6 antag	CHOP UPR activ	XBP1 UPR activ	697 NFkB inh	EBI2 antag
COc1ccccc1NS(=O)(=O)c1cccc(C(=O)N(C)Cc2cccs2)c1	7	2	-17	26	1	1.2	0	-5	-1
COC(=O)Cn1cc(C(=O)C2CC2)c2ccccc21	8	-1	3	-2	5	-0.6	0	3	-2
O=C(CSC1=NCCN1)NC12CC3CC(CC(C3)C1)C2	13	6	-7	-6	-5	-2.6	1	7	7
C=CCn1cnc2c(nnn2-c2ccc(C)c(C)c2)c1=O	-44	19	4	-28	17	4.4	5	-34	-10
CCOc1ccc(CN2CCN(C3CCSCC3)CC2CCO)cc1 (configuration not stated)	5	-4	3	15	-2	-1.4	-3	5	4
CC(OC(=O)C1CC(=O)N(Cc2ccccc2)C1)C(=O)Nc1cccc(C#N)c1 (configuration not stated)	5	-2	6	-2	5	1.8	-1	16	-3
CCCc1nn(C)c2c1C(c1cccnc1)C(C#N)=C(N)O2 (configuration not stated)	-7	-5	6	7	0	2.4	-2	-8	-4
COc1cccc(C2CC(C(F)(F)F)n3ncc(C(=O)NCc4ccco4)c3N2)c1 (configuration not stated)	1	7	15	3	10	-1.2	2	23	6
O=C(Nc1ccc(C2=NCCN2)cc1)c1ccc(C(=O)Nc2ccc(C3=NCCN3)cc2)c([N+](=O)[O-])c1	-12	-15	1	6	-17	3.0	6	16	2
CCN(CC)S(=O)(=O)c1ccc2c(c1)CC(C(=O)N1CCCC1)N2C(C)=O (configuration not stated)	5	-18	-6	4	-1	0.6	0	3	-2
CC1(C)Cc2cccc(Oc3cc(NN4CCCCC4)c([N+](=O)[O-])cc3[N+](=O)[O-])c2O1	11	11	9	27	13	5.1	-1	14	38
CCOC(=O)C1CCN(C(=O)Cn2cnc3sc(C)c(S(=O)(=O)N4CCOCC4)c3c2=O)CC1	-87	-4	10	-13	0	0.8	1	-46	3
Clc1ccc(N2CCN(/N=C/c3ccncc3)CC2)cc1	10	-3	-2	17	5	7.5	1	-7	-2
Cc1nc(Nc2ccc(S(=O)(=O)N3CCCCC3C)cc2)c2nnn(Cc3ccccc3)c2n1 (configuration not stated)	14	-17	25	22	5	5.1	3	-52	18
O=C(c1cc(Cl)nc2ccccc12)N(Cc1nnc(-c2ccc(Cl)cc2)o1)C1CC1	4	8	19	3	25	-0.2	-3	-2	3
CCc1ccc(C(=O)Cc2cc3cccc(OC)c3oc2=O)cc1	-47	-4	-8	-29	7	5.2	2	-36	-1
COc1cc(OC)cc(C(=O)NC2CCSc3ccccc32)c1 (configuration not stated)	6	-3	9	-18	3	1.7	-1	11	9
O=C(NCC1CCCO1)c1ccc2c(c1)OCO2 (configuration not stated)	-10	4	0	-3	5	0.6	-2	-8	-9
Cc1nc(-c2ccccc2)cs1	7	-1	6	-3	-15	-0.7	1	15	-6
Cc1cc(C)cc(NC(=S)N2CCC(C(=O)c3ccc(F)cc3)CC2)c1	x	-1	x	-19	6	x	x	x	-1
Cc1ccc(CSCCNC(=O)/C=C/c2ccccc2Cl)cc1	-18	-1	9	-1	8	-1.1	-4	-1	13
COc1ccc2nc(SCC(=O)NC3CC3)c(C#N)cc2c1	-119	4	-25	12	10	5.3	4	-25	-2
O=S1(=O)CCN(Cc2ccccc2Cl)CC1	-12	-1	13	13	2	2.1	2	12	-5
CCOC(=O)c1sc2ccccc2c1OC(=O)c1ccccc1	-12	15	5	-2	-6	0.2	0	8	-22
COc1cc(C(=O)OCCCOC(=O)c2cc(OC)c(OC)c(OC)c2)cc(OC)c1OC	-7	5	21	4	-4	2.0	-4	20	-1
CC(C)[C@H](NC(=O)c1ccco1)C(=O)OCC(=O)N1CC(=O)Nc2ccccc21	-7	8	0	2	-10	-1.5	3	-12	-14
O=C(NCc1ccccc1)c1ccc(Cl)c(NC2=NC3CS(=O)(=O)CC3S2)c1 (configuration not stated)	-9	1	-11	-3	11	1.3	-2	-8	-12
COc1ccc(C(=O)Nc2ccc(OC)c(OC)c2)cc1	-45	2	-12	-35	7	1.2	-1	-22	-1
CSc1ccc(NC(=O)N2CCN(c3nc4ccccc4s3)CC2)cc1	15	-12	-4	24	7	2.0	0	-9	15
CC(C)CCCN1C(Nc2ccccc2)=NC[C@@H]1CC(C)C	7	8	25	5	6	-1.6	1	-2	1
O=C(N/N=C\c1c(O)ccc2ccccc12)c1ccc(S(=O)(=O)N2CCCCC2)cc1	55*	1	83*	85*	11	-0.9	0	-21	17
COc1ccccc1C(=O)COC(=O)C1(C)CC1(Cl)Cl (configuration not stated)	-26	-5	-20	-19	14	1.6	2	-21	12
N#Cc1ccc2ccn(CC(=O)N3CCCc4ccccc43)c2c1	0	5	3	1	6	0.0	3	-20	-15
Cc1c(O)nc(SCC(=O)Nc2ccc3c4c(cccc24)CC3)n(-c2ccccc2)c1=O	13	-9	-7	4	0	-0.6	-1	4	10
COc1ccc(C2C(C(C)=O)=C(O)C(=O)N2c2ccc(Br)cn2)cc1 (configuration not stated)	-10	6	7	3	20	1.0	-1	1	8
COc1ccc(/C=C(/NC(=O)c2ccc(Br)cc2)C(=O)N2CCOCC2)cc1	2	-5	25	5	-8	0.3	-5	-15	9
CCCCCC(=O)NCc1c(C(F)(F)F)nn(C)c1N1CCOCC1	-5	-3	-4	-14	6	-1.1	1	6	1
CC(C)(C)[C@H]1C=C(C(N)=O)O[C@@H](OCCCCO)C1	15	-2	17	16	2	-0.5	0	28	4
Cc1cc(NC(=O)C2CC(c3ccc(F)cc3)=NO2)n(-c2ccccc2)n1 (configuration not stated)	6	6	8	-2	-1	1.7	1	-6	0
Cc1cc(NC(=O)NC(=O)c2ccccc2NC(=O)C(C)N)ccc1Oc1ncc(Br)cn1 (configuration not stated)	x	1	x	36	4	x	x	x	-6
O=C(/C=C/c1ccco1)Nc1cccnc1Cl	-73	-3	-19	-28	11	7.1	2	-63	2
Cc1[nH]n(-c2ccccc2)c(=O)c1C(C[N+](=O)[O-])c1ccc(Cl)cc1 (configuration not stated)	0	18	21	-2	23	3.2	-1	-25	-18
Cc1cc(C(=O)CN2C(=O)c3ccccc3S2(=O)=O)c(C)n1-c1ccccc1	66*	-3	57*	15	23	-4.8	-2	-34	3
COc1ccccc1-n1c(SCC(=O)O)nc2c(sc(=S)n2-c2ccc(C)c(C)c2)c1=O	3	13	19	9	6	-1.2	-4	15	-3
CCOc1ccc(C(=O)NC(C)C2COc3ccccc3O2)cc1 (configuration not stated)	-1	1	-1	-19	-5	0.8	1	4	-20
CCOC(=O)C1(Cc2cccc(Cl)c2)CCCN(C(=O)c2ccc(C)nc2)C1 (configuration not stated)	5	3	-9	11	-11	1.7	-2	9	-4
CCOc1ccccc1NC(=O)CCC(=O)O	6	-1	15	-3	-1	1.2	-3	2	-3
CCC(C)OC(=O)C[N+](C)(C)CCOC1CC2CCC1(C)C2(C)C (configuration not stated)	-1	1	21	73*	2	-0.4	-1	-9	3
COC(=O)CCN1CCc2cc(N=Nc3ccc([N+](=O)[O-])cc3)ccc21	-90	12	45	5	8	1.6	2	-282	17
Cn1c(CCN2CCN(c3ccccn3)CC2)nc2cc(NC(=O)COc3ccccc3)ccc21	17	3	25	20	5	-1.4	-2	-32	-3

Next entries follow.
SMILES	Jurkat NFkB inh	CXCR6 inh	Mdm2-MdmX inh	Gli-Sufu antag	CCR6 antag	CHOP UPR activ	XBP1 UPR activ	697 NFkB inh	EBI2 antag
O=c1[nH][nH]cc1C=Nc1ccccc1O	10	-7	43	-1	10	-1.4	0	-1	-16
O=C(Nc1cccc(C(F)(F)F)c1)OCCN1CCN(Cc2ccccc2)CCC1=O	4	0	25	10	11	-3.6	-2	7	1
O=C(COC(=O)c1ccc2c(c1)OCO2)Nc1ncc(Cl)cc1Cl	-14	0	1	-4	22	-2.7	-2	6	4
Cc1nnc(SCc2cccc([N+](=O)[O-])c2)o1	-1	-1	14	-1	17	-0.6	0	15	-8
CC(=O)C1C(c2ccc(Cl)cc2)c2c(noc2C)CC1(C)O (configuration not stated)	10	7	-4	-10	-1	1.7	-2	8	-5
Cc1ccc(OCc2cc(C(=O)N3CCc4[nH]cnc4C3c3ccccn3)no2)cc1C (configuration not stated)	-9	-10	20	-4	1	3.5	-4	-10	3
COc1ccc(S(=O)(=O)NCC(c2cccnc2)N2CCN(c3ccc(F)cc3)CC2)cc1C (configuration not stated)	x	-2	x	18	8	x	x	x	12
COCCN(C(=O)CSc1nnc(-c2ccc(C(C)(C)C)cc2)n1N)c1c(N)n(CC(C)C)c(=O)[nH]c1=O	-10	4	5	-25	3	-0.1	-4	12	2
Cc1ccccc1N1C(=O)CC2(CCCC2)CC1=O	-9	7	9	-18	-5	0.4	-1	0	-7
Cc1ccc2occ(/C=N/O)c(=O)c2c1	-14	-4	32	47	3	-4.8	-3	-18	7
COc1ccc(CN(CC(O)COCc2ccccc2)S(=O)(=O)c2ccccc2Br)cc1 (configuration not stated)	x	4	14	-7	20	1.4	0	0	11
COC(=O)c1ccc(-c2ccc(C(c3c(C)[nH][nH]c3=O)c3c(C)[nH][nH]c3=O)o2)cc1	15	11	-5	26	22	-3.0	-7	31	1
O=C(Nc1ccccc1)OCCCCCOC(=O)Nc1ccccc1	-1	7	30	10	8	1.6	-5	4	15
Cc1ccc(C2=Nc3ccccc3NC(C)(c3ccc(C)o3)C2)o1 (configuration not stated)	9	7	-25	16	1	1.8	6	-12	14
Cc1cc2nc3n(c2cc1C)CC1CC(C(=O)NCc2cccc(C(F)(F)F)c2)N(C)C31 (configuration not stated)	6	4	14	9	5	-0.7	-2	1	-4
CCN(C(=O)COC(=O)c1cc(OC)ccc1Br)C1CCS(=O)(=O)C1 (configuration not stated)	-5	1	15	-7	20	-1.6	-1	-10	2
COc1ccccc1CNC(=O)c1ccc(NC2=NC3CS(=O)(=O)CC3S2)cc1 (configuration not stated)	-3	-5	7	-5	-6	0.6	0	1	-13
COC(=O)CS(=O)(=O)c1cccc2cccnc12	-6	-2	-17	-1	6	-1.9	-2	14	-11
O=C(CNCc1ccc(Cl)cc1)Nc1ccc(C(=O)N2CCCCCC2)cc1	-3	3	5	-10	-6	-0.4	-2	3	17

Screens deposited in PubChem by Sanford-Burnham Center for Chemical Genomics.
